# Screening results (PubChem BioAssay)
# HePTP inhibitor: inhibitors of human HePTP phosphatase; P35236; hit rate 0.64% among 110,000; inhibition, % at 20 µM; AID 521; recombinant HePTP phosphatase activity, OD absorbance; in the data active = inhibition above about 50%;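 also: plate controls were vehicle for no effect and reference inhibitor for full effect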
# Target sequence (P35236 whole entry, looked up): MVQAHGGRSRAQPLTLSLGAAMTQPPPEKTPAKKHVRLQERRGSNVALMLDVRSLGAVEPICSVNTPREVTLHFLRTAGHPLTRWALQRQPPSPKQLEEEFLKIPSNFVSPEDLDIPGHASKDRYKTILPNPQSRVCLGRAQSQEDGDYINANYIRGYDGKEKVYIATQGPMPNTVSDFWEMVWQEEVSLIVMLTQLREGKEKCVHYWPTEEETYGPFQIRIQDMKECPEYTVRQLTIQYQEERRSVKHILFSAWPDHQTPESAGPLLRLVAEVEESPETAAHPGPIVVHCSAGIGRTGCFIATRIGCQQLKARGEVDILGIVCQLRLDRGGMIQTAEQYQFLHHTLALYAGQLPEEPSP
# BAP1 inh: inhibitors of human BAP1 deubiquitinase; recombinant BAP1, Ub-AMC hydrolysis fluorescence kinetic; active compounds read low; activity remaining (% of control), % at 20 µM; Q92560; hit rate 0.48% among 72,000;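 active = activity remaining at or below 50% of control, provided the compound also passes the data quality filters; inactive = the rest, including low values that fail the filters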;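 also: 100% = DMSO wells rate and 0% = substrate alone blank rate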
# Target sequence (Q92560 whole entry, looked up): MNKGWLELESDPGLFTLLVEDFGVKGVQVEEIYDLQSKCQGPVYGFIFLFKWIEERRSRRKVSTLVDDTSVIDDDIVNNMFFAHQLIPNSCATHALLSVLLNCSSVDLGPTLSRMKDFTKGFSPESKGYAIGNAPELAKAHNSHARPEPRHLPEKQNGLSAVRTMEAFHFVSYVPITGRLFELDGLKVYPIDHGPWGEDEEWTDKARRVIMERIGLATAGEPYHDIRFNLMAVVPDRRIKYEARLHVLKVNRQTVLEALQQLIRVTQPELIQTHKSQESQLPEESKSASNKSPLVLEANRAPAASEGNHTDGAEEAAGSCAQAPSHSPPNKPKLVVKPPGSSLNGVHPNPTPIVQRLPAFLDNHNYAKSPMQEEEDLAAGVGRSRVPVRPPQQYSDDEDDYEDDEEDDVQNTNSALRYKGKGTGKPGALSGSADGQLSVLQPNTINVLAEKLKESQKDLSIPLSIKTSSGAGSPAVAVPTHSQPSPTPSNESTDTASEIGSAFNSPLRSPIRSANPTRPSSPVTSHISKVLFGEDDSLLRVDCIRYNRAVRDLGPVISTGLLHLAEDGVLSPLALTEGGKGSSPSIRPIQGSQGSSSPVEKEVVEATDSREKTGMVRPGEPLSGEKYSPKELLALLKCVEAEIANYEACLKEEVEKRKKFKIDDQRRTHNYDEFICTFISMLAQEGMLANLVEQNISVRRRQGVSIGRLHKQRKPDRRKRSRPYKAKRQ
# * marks the source's active call; other numbers are inactive results; x = no result given; & = joins results of further samples.
# Preview, 2 compounds:
SMILES,HePTP inhibitor,BAP1 inh
CCOC(=O)c1c(NC(=O)Cc2ccc(Cl)cc2)sc(C(=O)Nc2ccccc2OC)c1C,4,x
CC(=O)c1c(COC(=O)c2ccncc2)nc2ccccc2[n+]1[O-],7,105

# All compounds of this part, from the start:
SMILES,HePTP inhibitor,BAP1 inh
CCOC(=O)c1c(NC(=O)Cc2ccc(Cl)cc2)sc(C(=O)Nc2ccccc2OC)c1C,4,x
CC(=O)c1c(COC(=O)c2ccncc2)nc2ccccc2[n+]1[O-],7,105
COc1ccc(-n2c(SC)nc(O)c(Cc3ccccc3)c2=O)cc1,-8,x
O=c1c2ccccc2nc(/C=C/c2ccc3c(c2)OCO3)n1-c1cccc2ccccc12,-3,x
CC1(C)Cc2c(c(N3CCOCC3)nc3snc(N)c23)CO1,5,62
COc1cc(/C=C2\C(=O)NC(=O)N(c3ccc(C)cc3)C2=O)c(Br)cc1OCC(=O)O,2,x
CCOC(=O)c1c(-c2ccccc2)csc1NC(=O)COc1ccc(Cl)cc1,6,x
COc1ccc(OC)c(/C=C2/SC(NC(C)=O)=NC2=O)c1,8,x
O=C(Nc1cccnc1)c1ccc(Cl)c(S(=O)(=O)N2CCCCCC2)c1,-3,94
CC(=O)Nc1ccccc1C(=O)Nc1ccccc1,9,x
O=C(O)CCCCCNC(=O)c1ccc(Br)cc1,x,160
Cc1ccc(S(=O)(=O)NCc2nc3ccccc3c(=O)n2N)cc1,10,80
Cc1nc2ccc(Cl)cn2c1C(=O)NN=C1CCC(C(C)(C)C)CC1 (stereo not drawn),0,x
CC1(C)Cc2c(sc3nc(SCC(=O)O)[nH]c(=O)c23)CO1,13,119
Cn1c(=O)c2c(nc(NCCCO)n2Cc2cccc(Br)c2)n(C)c1=O,10,70&76
CCOC(=O)c1cc(C)n(CCc2ccccc2)c1C,0,112
Cc1cc2oc(C(=O)NCc3ccc4c(c3)OCO4)c(C)c2cc1C,x,75
COc1ccc(C)cc1NC(=O)C(=O)NCc1ccncc1,7,x
CS(=O)(=O)N1CCN(C(=O)CCC2CCCC2)CC1,-1,94
O=C(NC1CCCCC1)N1CCN(C(c2ccccc2)c2ccccc2)CC1,-4,x
CCc1nnc(NS(=O)(=O)c2ccc(N/C=C/C(=O)c3ccc(OC)cc3OC)cc2)s1,7,x
COc1ccccc1N1CC(O)=C(c2nc3ccccc3c(=O)[nH]2)C1=N,14,166
O=C1c2ccc(S(=O)(=O)c3ccc4c(c3)C(=O)N(Cc3cccnc3)C4=O)cc2C(=O)N1Cc1cccnc1,-2,x
COc1ccc(CC(=O)NCc2nnc(SCC(=O)Nc3nccs3)n2-c2ccccc2)cc1,9,86
O=C(Nc1cccc(F)c1)c1ccc(S(=O)(=O)NCC2CCCO2)cc1 (stereo not drawn),11,99
Cc1ccc(Cl)cc1NC(=O)COc1ccc2ccccc2c1,4,x
COC(=O)[C@@H](NC(=O)Nc1ccc(OC(F)(F)F)cc1)C(C)C,8,92
Cc1ccc(S(=O)(=O)N2CCN(c3ccc([N+](=O)[O-])c(NC4CC4)c3)CC2)cc1,4,x
COc1ccc(Br)cc1/C=N/n1c(C)nnc1C,-2,x
Cc1ccc2c(c1)C(CCN)C(=O)N2Cc1ccccc1 (stereo not drawn),-3,96
O=C1CCCC2=C1C(c1ccco1)Nc1ccc(C(=O)c3ccccc3)cc1N2 (stereo not drawn),10,76
COc1ccc(C2CC(=O)C3=C(C2)OC2=C(C(=O)CC(c4ccc(OC)cc4)C2)C3c2ccc(OC)c(OC)c2)cc1 (stereo not drawn),-2,x
CCOC(=O)C1=C(O)/C(=C/c2ccco2)SC1=Nc1ccc(C)cc1,-11,x
CCOC(=O)c1[nH]c2ccc(OC)cc2c1NC(=O)C(C)N1CCSCC1 (stereo not drawn),-2,x
CC1(C)COC(c2ccccc2)=N1,x,126
O=[N+]([O-])c1cccc(-c2noc(-c3ccc(-c4ccccc4)cc3)n2)c1,6,x
COc1ccc(S(=O)(=O)N2CCCN(S(=O)(=O)c3ccc(OC)cc3C)CC2)c(C)c1,-6,83
O=C(CCN1C(=O)/C(=C/c2ccc(F)cc2)SC1=S)Nc1ncc(Cc2ccc(Cl)cc2)s1,3,x
CCc1ccccc1NC(=O)c1cc2cc(Br)ccc2oc1=O,-3,x
Cc1cc(N(C)/N=C/c2ccccc2Cl)nc(-c2ccccc2O)n1,-2,x
CC(C)CCOP(=O)(c1ccc(N(C)C)cc1)C(O)c1ccccn1 (stereo not drawn),5,103
O=C(CS(=O)(=O)Cc1ccccc1)Nc1nnc(C2CCCCC2)s1,4,114
CCCS(=O)(=O)c1c(S(=O)(=O)CCC)c2cc(-c3ccncc3)ccn2c1C(=O)c1ccccc1,4,x
Cn1cnnc1SCc1ccc(F)c2ccccc12,-3,97
CN1CCc2nc(NC(=O)c3cccc(S(=O)(=O)N4CCc5ccccc54)c3)sc2C1,10,97
COc1ccc(C(=O)Nc2nc(-c3ccc(F)cc3)cs2)cc1,-10,x
O=C1C=C(NCCc2ccccc2)C2(CCCCC2)O1,-10,x
Cc1cc(=O)[nH]c2c1c(C)nn2C1CCCC1,6,110
COc1cc2c(cc1NC(=O)COc1ccc(C)cc1C)oc1ccccc12,-5,x
CCCCn1c(-c2ccccc2)nc(=S)c2c1CCCC2,x,88
Cc1c(C(=O)Nc2cccc(C(=O)O)c2)cccc1[N+](=O)[O-],12,x
Cc1ccc(/C=C2\SC(N3CCCC3)=NC2=O)cc1,12,x
O=S(=O)(c1ccc(S(=O)(=O)N(Cc2ccco2)Cc2ccccc2Cl)cc1)N1CCCC1,4,80
NC1=NC(=O)CC(C(=O)NCc2ccccc2)S1 (stereo not drawn),5,104
Cc1ccccc1OCCNc1cc(N2CCCCC2)ccc1[N+](=O)[O-],9,54
O=c1[nH]c2ccc(Cl)cc2c(-c2ccccc2)c1N1CCN(c2ccccn2)CC1,-3,14*
COc1cccc(NC(=O)c2ccc3ccccc3c2)c1,-26,x
O=C(Nc1ccc2nc(-c3ccco3)c(-c3ccco3)nc2c1)N1CCCCCC1,32,x
CCN1CCCC1CNC(=O)C1c2cc(OC)c(OC)cc2C(=O)N(C)C1c1cccnc1 (stereo not drawn),2,x
COc1ccc2c(c1)c(C(O)CN1CCC3(CC1)OCCO3)c(C)n2C (stereo not drawn),2,103

# Next part.
SMILES,HePTP inhibitor,BAP1 inh
Cc1c(C(=O)OCC2CCCO2)[nH]c2c1C(=O)CC(c1ccco1)C2 (stereo not drawn),21,83
O=C(NN1C(=O)/C(=C/c2ccc(Br)cc2)SC1=S)c1cccc(Cl)c1,2,x
O=C(/C=C/c1ccccc1Cl)c1ccc(NC(=O)c2cccs2)cc1,10,x
CCCN=Cc1sc2ccc(OCC)cc2c1O,1,82
CC1(C)CC(=O)C2=C(C1)NC1=C(C(=O)CC(C)(C)C1)C2c1c(Cl)cccc1Cl,6,x
CC1=CC(C)(C)Nc2ccccc21,8,x
CN(C)CCCN1C(=O)c2oc3ccc(F)cc3c(=O)c2C1c1cccnc1 (stereo not drawn),2,88
CCOC(=O)C1=C(O)/C(=C/c2ccc(Cl)cc2)SC1=Nc1ccc(OC)cc1,9,x
COc1ccc(C2Sc3ccccc3NC3=C2C(=O)c2ccccc23)cc1 (stereo not drawn),6,x
CC(C)NC(=O)CSc1nncn1-c1ccccc1,-6,94
Cc1cccc(NC(=O)Cn2c(=O)n(C)c3ccccc32)c1,9,58
Cc1occc1C(=O)N1CCN(C(=O)C2CCCO2)CC1 (stereo not drawn),1,x
CCOC(=O)c1[nH]c(C)c(C(=O)CC(C)(C)C)c1C,-7,x
CCc1nnc(NC(=O)CCC(=O)N2CCN(Cc3cc(Cl)ccc3OC)CC2)s1,7,110
O=S(=O)(NCCSc1nnc(-c2ccco2)n1-c1ccccc1)c1ccccc1,-4,110

# As entered above:
# Result of CCCN=Cc1sc2ccc(OCC)cc2c1O under BAP1 inh: 82
# Result of Cc1c(C(=O)OCC2CCCO2)[nH]c2c1C(=O)CC(c1ccco1)C2 (stereo not drawn) under HePTP inhibitor: 21
# Result of O=C(NN1C(=O)/C(=C/c2ccc(Br)cc2)SC1=S)c1cccc(Cl)c1 under HePTP inhibitor: 2

# The list continues.
SMILES,HePTP inhibitor,BAP1 inh
CCOc1cc(C2C(C#N)=C(N)OC3CCCC(=O)C32)ccc1OCCN1CCOCC1 (stereo not drawn),11,107
COc1cc(CN2CCC(C(=O)N3CCN(c4ccccc4F)CC3)CC2)cc(OC)c1O,-14,77
CCOc1ccc(NC(=O)CN(c2cccc(Br)c2)S(=O)(=O)c2ccccc2)cc1,1,x
COc1ccc(C=Nc2c(C)n(-c3ccccc3)c(=O)n2C)cc1,x,55
c1ccc(Cc2nnc3sc(-c4cccnc4)nn23)cc1,5,x
CC(=O)Nc1ccc(OCC(O)CN2CCN(c3cccc(Cl)c3)CC2)cc1 (stereo not drawn),8,100
Brc1ccc(-c2ccc(/C=C/c3nc4ccccc4o3)o2)cc1,7,x
CCn1c(COc2ccccc2C)nnc1SCC(=O)O,9,73
COc1cccc(C2(c3cccc(OC)c3)CC2C(=O)Nc2cccc3ccccc23)c1 (stereo not drawn),-3,x
Cc1ccc(NC(=O)C2COc3ccccc3O2)cc1 (stereo not drawn),7,x
CN(C)CCCNC(=O)c1ccccc1Oc1ccccc1,-6,x
CC(NC(=O)C1CCN(S(=O)(=O)N2CCCCCC2)CC1)c1ccccc1 (stereo not drawn),1,107
CC12CN3CC(C)(CN(C1)C3c1ccc3c(c1)OCO3)C2=O (stereo not drawn),9,148
O=C(COc1ccc(Cl)cc1Cl)Nc1ccccc1C(=O)Nc1ccccc1,6,x
Cc1ccc(-n2nc3cc(C)c(NC(=O)c4ccc([N+](=O)[O-])cc4)cc3n2)cc1,4,x
Cc1ccccc1NC(=O)c1c(NC(=O)C(Cl)(Cl)Cl)sc2c1CCC2,9,x
COc1ccc2c(c1)N(C)C(=O)CC(c1ccccc1)=N2,5,86
CCOc1ncccc1C(=O)OCC(=O)N1CCN(S(=O)(=O)c2ccc(Cl)cc2)CC1,-1,105
CCOc1ccc(N2C(=O)C(C)C(Cc3cc(C)cc(C)c3)C2=O)cc1 (stereo not drawn),3,x
Cc1ccc(CSc2nc(N)c3c4c(sc3n2)CCC4)c(C)c1,9,x
c1ccc(CSc2nc3ccccc3s2)nc1,-3,x
CNC(=O)c1ccc(NC(=O)Nc2ccccc2)cc1,x,60
Nc1nc(SCc2nc3scc(-c4cccs4)c3c(=O)[nH]2)n[nH]1,-4,120
CCOC(=O)c1c(C)[nH]c(C(=O)CSc2nnnn2-c2ccccc2)c1C,5,x

# As a working copy, some entries already given.
SMILES,HePTP inhibitor,BAP1 inh
CCOC(=O)C1=C(O)/C(=C/c2ccc(Cl)cc2)SC1=Nc1ccc(OC)cc1,9,x
COc1ccc(C2Sc3ccccc3NC3=C2C(=O)c2ccccc23)cc1 (stereo not drawn),6,x
CC(C)NC(=O)CSc1nncn1-c1ccccc1,-6,94
Cc1cccc(NC(=O)Cn2c(=O)n(C)c3ccccc32)c1,9,58
Cc1occc1C(=O)N1CCN(C(=O)C2CCCO2)CC1 (stereo not drawn),1,x
CCOC(=O)c1[nH]c(C)c(C(=O)CC(C)(C)C)c1C,-7,x
CCc1nnc(NC(=O)CCC(=O)N2CCN(Cc3cc(Cl)ccc3OC)CC2)s1,7,110
O=S(=O)(NCCSc1nnc(-c2ccco2)n1-c1ccccc1)c1ccccc1,-4,110
CCOc1cc(C2C(C#N)=C(N)OC3CCCC(=O)C32)ccc1OCCN1CCOCC1 (stereo not drawn),11,107
COc1cc(CN2CCC(C(=O)N3CCN(c4ccccc4F)CC3)CC2)cc(OC)c1O,-14,77
CCOc1ccc(NC(=O)CN(c2cccc(Br)c2)S(=O)(=O)c2ccccc2)cc1,1,x
COc1ccc(C=Nc2c(C)n(-c3ccccc3)c(=O)n2C)cc1,x,55
c1ccc(Cc2nnc3sc(-c4cccnc4)nn23)cc1,5,x
CC(=O)Nc1ccc(OCC(O)CN2CCN(c3cccc(Cl)c3)CC2)cc1 (stereo not drawn),8,100
Brc1ccc(-c2ccc(/C=C/c3nc4ccccc4o3)o2)cc1,7,x
CCn1c(COc2ccccc2C)nnc1SCC(=O)O,9,73
COc1cccc(C2(c3cccc(OC)c3)CC2C(=O)Nc2cccc3ccccc23)c1 (stereo not drawn),-3,x
Cc1ccc(NC(=O)C2COc3ccccc3O2)cc1 (stereo not drawn),7,x
CN(C)CCCNC(=O)c1ccccc1Oc1ccccc1,-6,x
CC(NC(=O)C1CCN(S(=O)(=O)N2CCCCCC2)CC1)c1ccccc1 (stereo not drawn),1,107
CC12CN3CC(C)(CN(C1)C3c1ccc3c(c1)OCO3)C2=O (stereo not drawn),9,148
O=C(COc1ccc(Cl)cc1Cl)Nc1ccccc1C(=O)Nc1ccccc1,6,x
Cc1ccc(-n2nc3cc(C)c(NC(=O)c4ccc([N+](=O)[O-])cc4)cc3n2)cc1,4,x
Cc1ccccc1NC(=O)c1c(NC(=O)C(Cl)(Cl)Cl)sc2c1CCC2,9,x
COc1ccc2c(c1)N(C)C(=O)CC(c1ccccc1)=N2,5,86
CCOc1ncccc1C(=O)OCC(=O)N1CCN(S(=O)(=O)c2ccc(Cl)cc2)CC1,-1,105
CCOc1ccc(N2C(=O)C(C)C(Cc3cc(C)cc(C)c3)C2=O)cc1 (stereo not drawn),3,x
Cc1ccc(CSc2nc(N)c3c4c(sc3n2)CCC4)c(C)c1,9,x
c1ccc(CSc2nc3ccccc3s2)nc1,-3,x
CNC(=O)c1ccc(NC(=O)Nc2ccccc2)cc1,x,60
Nc1nc(SCc2nc3scc(-c4cccs4)c3c(=O)[nH]2)n[nH]1,-4,120
CCOC(=O)c1c(C)[nH]c(C(=O)CSc2nnnn2-c2ccccc2)c1C,5,x
